NPY-Y1 antag = antagonists of human neuropeptide Y receptor Y1; P25929; HEK293-CNG Y1 cells, membrane potential fluorescence; NPY at EC95, then isoproterenol; inhibition, % at 3.6 µM; 200,000 tested, 1% active;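 active = inhibition above the campaign mean inhibition of all tested compounds plus 3 SD, cut at about 20% in these data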;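 note: 0% = DMSO wells given NPY plus isoproterenol and 100% = isoproterenol alone without NPY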
Target sequence (P25929 whole entry, looked up): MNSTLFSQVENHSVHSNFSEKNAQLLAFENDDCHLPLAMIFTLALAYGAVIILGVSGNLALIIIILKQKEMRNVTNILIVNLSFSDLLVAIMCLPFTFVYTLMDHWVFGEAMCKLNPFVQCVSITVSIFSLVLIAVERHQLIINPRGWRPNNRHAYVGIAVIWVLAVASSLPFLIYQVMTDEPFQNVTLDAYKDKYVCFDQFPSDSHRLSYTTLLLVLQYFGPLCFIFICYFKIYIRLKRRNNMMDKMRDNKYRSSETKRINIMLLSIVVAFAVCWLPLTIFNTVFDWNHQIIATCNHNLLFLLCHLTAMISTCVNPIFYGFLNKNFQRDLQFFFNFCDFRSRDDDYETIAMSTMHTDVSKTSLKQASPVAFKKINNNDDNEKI
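Assay system: HEK293 cells with Y1 receptor plus CNG channel | Probe or stimulus: NPY (25 nM), isoproterenol (1 µM), Ro 20-1724 (25 µM) | Timing: Compound incubation 1 h at room temperature, readout 45 min post-stimulation | Measured by: Membrane-potential fluorescent dye readout | Benchmarks: High control isoproterenol alone, low control NPY with isoproterenol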
TRPML3 agonist = agonists of human TRPML3 channel. activation, % at 3 µM. AID 1448. 220,000 tested, 0.29% active. HEK293 TRPML3-YFP, Fluo-8 calcium fluorescence; 100% = the carbachol control signal;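 active = activation above its plate's cutoff, the mean activation of the plate's test wells plus 3 SD, cut at about 12% in these data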;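 note: 0% = DMSO only wells and 100% = carbachol wells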
Target sequence (Q8TDD5 whole entry, looked up): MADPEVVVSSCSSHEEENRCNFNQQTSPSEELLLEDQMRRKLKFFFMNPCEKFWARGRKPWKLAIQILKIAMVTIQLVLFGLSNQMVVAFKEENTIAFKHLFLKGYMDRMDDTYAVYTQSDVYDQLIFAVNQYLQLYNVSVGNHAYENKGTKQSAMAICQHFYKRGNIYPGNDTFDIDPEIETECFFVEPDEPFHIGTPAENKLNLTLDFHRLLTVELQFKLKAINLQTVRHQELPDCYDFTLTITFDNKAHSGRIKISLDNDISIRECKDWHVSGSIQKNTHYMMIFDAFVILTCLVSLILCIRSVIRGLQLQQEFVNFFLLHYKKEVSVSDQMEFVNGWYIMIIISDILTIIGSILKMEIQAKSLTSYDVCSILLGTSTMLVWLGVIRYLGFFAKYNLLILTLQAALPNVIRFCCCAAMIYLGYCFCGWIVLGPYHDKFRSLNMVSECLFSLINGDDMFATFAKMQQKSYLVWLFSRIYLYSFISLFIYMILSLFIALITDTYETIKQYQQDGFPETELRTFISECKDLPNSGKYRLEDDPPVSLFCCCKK
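Test system: TRPML3-YFP stable HEK293 cells. Doses: single point at 3 µM. Incubation: dye loading 1 h 37 °C then 30 min ambient, 125 s read. Signal: Fluo-8 calcium dye fluorescence, ex 470-495, em 515-575 nm. Measure: percent activation from peak-to-basal fluorescence ratio, scaled between DMSO and carbachol.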
NPY2 pot ag = potentiators or agonists of human neuropeptide Y receptor Y2 | cells expressing NPY-Y2, potentiator/agonist read-out | activation, % at 3.6 µM | 220,000 tested, 0.45% active | AID 1359; in the data active = activation above about 27%;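 note: cells stimulated with NPY near EC25 plus isoproterenol at EC100; 0% = vehicle plus submaximal agonist and 100% = vehicle plus saturating agonist; some results beyond the cut were filed as inactive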
NPY-Y1 PAM-ag = potentiates or activates human NPY-Y1 receptor | P25929 | NPY-Y1 expressing cells, potentiator/agonist activation | 220,000 tested, 0.37% active | activation, % at 3.6 µM; in the data active = activation above about 33%, passing the limit was not always enough;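 note: cells stimulated with NPY at EC10 then isoproterenol at EC100; 0% = low agonist plus stimulus and 100% = saturating agonist plus stimulus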
zfTRPN1 agonist = agonists of zebrafish TRPN1 channel. HEK293 zebrafish TRPN1-YFP, Fluo-8 calcium fluorescence; 100% = response to 87 µM carbachol. activation, % at 3 µM. 220,000 tested, 0.18% active;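 active = activation above its plate's cutoff, the mean activation of test wells on that plate plus 3 SD, cut at about 19% in these data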;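 note: 0% = DMSO alone and 100% = 87 µM carbachol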
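System: zebrafish TRPN1-YFP in HEK293 cells / Dosing: 3 µM single point / Timing: dye loading 1 h at 37 °C, then 30 min room temperature / Signal: Fluo-8 calcium fluorescence, excitation 470-495 nm, emission 515-575 nm / Read-out basis: percent activation from peak over basal fluorescence ratio, control-normalized / Control set: high carbachol 87 µM, low DMSO alone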
CHOP inhibitor = CHOP inhibition in unfolded protein response | 220,000 tested, 3.8% active | inhibition, % at 10 µM | CHO-K1 CHOP-promoter luciferase, tunicamycin-induced, 15-18 h;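 active = compounds that reduced the stress-induced luciferase reporter signal by more than about 70% of percent inhibition, limit read from the data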;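 note: 0% = tunicamycin plus vehicle and 100% = wells without tunicamycin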
S1P4 antagonist = blocks the human S1P4 receptor; O95977; S1P4-expressing cells, antagonist mode, reporter read-out; inhibition, % at 4.98 µM; 220,000 tested, 0.26% active; in the data active = inhibition above about 29%;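 note: 0% = wells stimulated with agonist and 100% = vehicle wells without agonist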
S1P4 ag = activates the human S1P4 receptor | S1P4-expressing cell line, agonist reporter assay | activation, % at 4.98 µM | 220,000 tested, 0.35% active | AID 1509; in the data active = activation above about 11%;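 note: 0% = DMSO vehicle and 100% = reference agonist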
EP2 modulator = modulators of human EP2 prostaglandin E2 receptor. P43116. EP2-expressing cells, cAMP HTRF FRET, PGE2 co-stimulation. induction, % at 25 µM. 260,000 tested, 0.83% active;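 active = compounds whose cAMP rise, as percent of the full-agonist control response, exceeds 60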;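 note: rat C6 glioma line stably carrying human EP2 under a CMV promoter; the protocol text gives 20 µM as final concentration; 100% = response of wells given 1 µM PGE2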
An asterisk follows results filed as active; / = not tested or not shown; & = joins results of further samples.

SMILES	NPY-Y1 antag	TRPML3 agonist	NPY2 pot ag	NPY-Y1 PAM-ag	zfTRPN1 agonist	CHOP inhibitor	S1P4 antagonist	S1P4 ag	EP2 modulator
COCC(=O)Nc1cc(C(=O)NCC(C)C)ccc1Cl	-1	-0.1	-9	-3	0.6	2	-15	2.0	10
COc1ccc(C2(O)CN(c3ccc(C)cc3)C3=[N+]2CCCC3)cc1 (stereo not drawn)	0	0.2	-13	17	-1.5	-10	5	1.6	-17
CCN(CC)CCNC(=O)C(=O)NCC1OCCN1C(=O)c1ccc2c(c1)OCO2 (stereo not drawn)	7	0.8	6	7	-0.7	18	-29	1.5	8
COc1ccc(C(C#N)N2CCOCC2)cc1 (stereo not drawn)	0	0.5	-7	-10	0.5	0	-6	0.2	10&18
CC1(C)C2CCC1(CS(=O)(=O)N1CCC(C(=O)O)CC1)C(=O)C2 (stereo not drawn)	/	0.1	-5	14	2.5	27	1	-0.2	-6
N#Cc1ccc(N2C(=O)[C@@H]3C(C(=O)c4ccc5ccccc5n4)=NN[C@@H]3C2=O)cc1	-1	0.8	-3	-5	-0.5	-30	7	-1.2	-7
Cc1ccc(OCC(=O)NCCO)c(Br)c1	-7	-0.1	2	-6	0.4	12	-1	-0.7	10
CCOC(=O)c1nnn(-c2nonc2N)c1-c1ccc(OC)cc1	4	-0.1	3	7	-0.2	18	-16	0.3	35
Cc1cccc(-n2cc[nH]c2=S)c1	1	0.3	-7	-2	1.2	-15	-21	-1.1	4
O=C(Nc1ccccc1C(=O)N1CCOCC1)c1noc2c1CCCC2	-1	1.4	8	-12	0.6	21	-4	0.7	9
O=C(Nc1ncc(Cc2cccc(Cl)c2Cl)s1)c1ccc([N+](=O)[O-])cc1	2	0.6	-20	8	0.4	8	-2	0.9	25
COc1ccc(-c2[nH]ncc2CN2CCN(Cc3cccs3)CC2)c(F)c1	3	0.0	7	3	-0.1	-6	-8	-1.1	-32
COc1ccc(Cl)cc1NC(=O)CN(C)Cc1ccc(OC)c(OC)c1	11	-0.4	-22	-5	-1.5	3	-16	-1.7	-13
NCCCCCNC(=O)/C=N\O	0	1.1	20	10	0.7	13	7	-0.5	1
CCN(c1cccc(C(F)(F)F)c1)S(=O)(=O)c1ccc2c(c1)CCN2C(=O)C1CC1	24*	1.4	-8	-50	1.4	61	-5	-3.5	34

Part of the list above, with each value named:
> COc1ccc(C(C#N)N2CCOCC2)cc1 (stereo not drawn)
  NPY-Y1 antag = 0	TRPML3 agonist = 0.5	NPY2 pot ag = -7	NPY-Y1 PAM-ag = -10	zfTRPN1 agonist = 0.5	CHOP inhibitor = 0	S1P4 antagonist = -6	S1P4 ag = 0.2	EP2 modulator = 10&18

> CC1(C)C2CCC1(CS(=O)(=O)N1CCC(C(=O)O)CC1)C(=O)C2 (stereo not drawn)
  NPY-Y1 antag = /	TRPML3 agonist = 0.1	NPY2 pot ag = -5	NPY-Y1 PAM-ag = 14	zfTRPN1 agonist = 2.5	CHOP inhibitor = 27	S1P4 antagonist = 1	S1P4 ag = -0.2	EP2 modulator = -6

> N#Cc1ccc(N2C(=O)[C@@H]3C(C(=O)c4ccc5ccccc5n4)=NN[C@@H]3C2=O)cc1
  NPY-Y1 antag = -1	TRPML3 agonist = 0.8	NPY2 pot ag = -3	NPY-Y1 PAM-ag = -5	zfTRPN1 agonist = -0.5	CHOP inhibitor = -30	S1P4 antagonist = 7	S1P4 ag = -1.2	EP2 modulator = -7

> Cc1ccc(OCC(=O)NCCO)c(Br)c1
  NPY-Y1 antag = -7	TRPML3 agonist = -0.1	NPY2 pot ag = 2	NPY-Y1 PAM-ag = -6	zfTRPN1 agonist = 0.4	CHOP inhibitor = 12	S1P4 antagonist = -1	S1P4 ag = -0.7	EP2 modulator = 10

Next section:
SMILES	NPY-Y1 antag	TRPML3 agonist	NPY2 pot ag	NPY-Y1 PAM-ag	zfTRPN1 agonist	CHOP inhibitor	S1P4 antagonist	S1P4 ag	EP2 modulator
CCOC(=O)Cc1cnc(NC(=O)CSc2nc(N)cc(N)n2)s1	3	0.3	7	17	2.1	3	-17	0.9	-1
O=C1COc2ccc(C(=O)COC(=O)c3ccc4ccccc4n3)cc2N1	3	1.1	-3	2	2.8	-15	9	-0.1	-27
CCN(CCCNC(=O)C1CCN(S(=O)(=O)c2cnc[nH]2)CC1)c1ccccc1	3	-0.9	8	-3	-1.9	26	-17	-0.3	12
C/C(=C1/C(=O)N(c2ccc([N+](=O)[O-])cc2)N=C1c1ccccc1)N(C)C	0	2.9	20	12	31*	26	-4	1.9	-7
O=C(NN1CCOCC1)c1cnn2c(C(F)F)cc(-c3ccccc3)nc12	1	0.7	-1	-7	-0.5	-1	-5	-1.8	-42
Nc1cc(=O)[nH]c(SCC(=O)Nc2ccc(S(=O)(=O)N3CCCCC3)cc2)n1	1	0.7	0	-3	1.7	0	17	-0.7	-10&22
CNC(=S)N1CCN(C(c2ccccc2)c2ccccc2)CC1	-10	-1.2	-15	5	-1.9	-23	4	-3.2	19
COc1cc(/C=N/NC(=O)c2cccc(S(=O)(=O)N3CCCCC3)c2)cc(Br)c1O	-3	0.7	-10	-5	0.5	4	-8	0.9	6
COc1cc(CN2CCN(c3ccccc3F)CC2)cc(OC)c1O	-2	1.3	-5	1	1.4	-11	-1	0.1	13
Cc1ccc(CNC(=O)c2ccccc2NS(C)(=O)=O)cc1	5	1.0	-12	-1	-0.6	-17	-3	-2.5	35
O=C(C1CCN(c2ncnc3c2sc2cccc(F)c23)CC1)N1CCCC1	/	0.1	-6	-29	-0.7	13	-7	0.7	10
Cc1noc(C)c1/C=N/Nc1ccc2ccccc2n1	1	0.9	-19	5	0.1	17	11	0.5	-29
CSc1ccccc1C(=O)N1CCN(c2ncccn2)CC1	0	0.6	-2	9	0.0	1	-15	-0.6	13
S=C(NCCc1ccc(Cl)cc1)NC1CCCC1	1	1.7	2	19	5.2	-7	6	-1.5	-42
COc1ccc(-c2nc(CS(=O)(=O)CC(=O)Nc3ccc(Cl)cc3)c(C)o2)cc1	1	-0.4	14	3	-0.8	97*	-4	-1.4	-13
Cc1cccc(NS(=O)(=O)c2cccc([N+](=O)[O-])c2)n1	1	0.6	-4	15	1.8	-5	-17	1.4	14
CC(C)Cc1nc(N2CCN(C(=O)c3ccccc3)CC2)c(C#N)c2c1CCC2	18	-1.3	-7	-45	-0.9	80*	-7	0.1	29
CC(NC(=O)COc1ccccc1F)C1CC2CCC1C2 (stereo not drawn)	5	-0.3	-2	-1	-1.3	17	-8	1.2	-4
COc1ccc(O)c(C2(O)C(=O)c3ccccc3C2=O)c1	/	-1.3	-16	4	3.0	15	7	0.0	12
CCOC(=O)c1ccc(NC(=O)c2cccc(S(=O)(=O)N3c4ccccc4CC3C)c2)s1 (stereo not drawn)	-4	1.2	20	13	2.5	71*	-21	-1.2	-32
CCS(=O)(=O)c1ccc(O)c(NC(=O)CCCC(=O)O)c1	/	-0.2	6	-6	0.1	9	-29	1.0	-43
CCCCNCc1cc(OCC)c(OCC(N)=O)cc1Br	7	0.6	-19	-25	1.1	46	0	1.2	27
O=C1c2ccc(-c3nc4ccccc4o3)cc2C(=O)N1Cc1ccccc1	1	-0.3	-20	3	-0.7	/	-17	1.9	/
CC(=O)OC(COC1C[C@@H]2CC[C@@]1(C)C2(C)C)C[N+]1(C)CCCCC1 (stereo partly drawn)	/	0.5	-7	-3	0.4	4	-5	0.4	21
O=S(=O)(Nc1ccc(C(F)(F)F)cn1)c1ccccc1	/	0.1	-2	16	1.1	23	25	-1.1	-1
COc1ccc(CCC(=O)Nc2nc3ccccc3[nH]2)cc1	4	0.7	-18	-25	-0.5	25	-2	4.3	-24
CC(=O)Nc1ccc2[nH]c3ccccc3c2c1	-1	0.3	0	-15	0.5	-29	-19	1.6	-16
O=C(CO/N=C/c1cccc([N+](=O)[O-])c1)NC1CCCCC1	16	-0.2	-2	-27	0.2	14	-17	2.0	4
CC(C)(C)C(=O)N1CCC(O)(CS(=O)(=O)Cc2ccccc2Cl)CC1	5	0.2	6	-9	2.2	-6	-14	0.7	1
CCCCc1ccc(NC(=O)CC(C)(C)C)cc1	-1	0.8	-2	4	0.5	68	-5	0.3	-93
O=C(OCc1cc(=O)n2c(n1)sc1ccccc12)c1ccc(O)cc1	-2	-0.2	-7	-20	-1.0	30	-12	-0.9	-10
O=C(O)c1cccc(Nc2ncnc3sccc23)c1	0	0.5	4	-3	1.3	17	-17	-0.9	30
CC(=O)Nc1ccc(NC(=O)C(C)Sc2nnc(-c3cccs3)o2)cc1 (stereo not drawn)	/	0.2	-2	-5	2.2	14	5	-0.4	18
CC(C)C(NC(=O)c1ccccc1Cl)C(=O)OCc1nc2scc(-c3ccccc3Cl)c2c(=O)[nH]1 (stereo not drawn)	-8	0.4	9	-14	-0.3	51	-1	3.6	34
Cc1nnc(SCC(=O)NCc2ccco2)[nH]c1=O	-5	1.1	-3	-7	1.4	50	0	0.4	3
Cc1ccc(NC(=S)NCCc2c[nH]c3ccccc23)cc1	0	-0.3	-7	0	0.1	29	15	-0.2	-52
Brc1ccc(CSc2nnc(-c3cccnc3)o2)cc1	7	-0.9	-30	-38	-2.0	2	-5	0.3	-9
Cc1ccc2c(c1)N(CCC(=O)NCc1ccco1)C(=O)CO2	-3	0.3	8	-14	1.1	19	-12	0.1	8
Cn1cccc1CC(=O)N/N=C/c1cccc([N+](=O)[O-])c1	5	0.5	-4	4	0.3	24	1	1.0	-49
COc1ccc(C(=O)C2CCCN(Cc3cnc(N4CCOCC4)s3)C2)cc1F (stereo not drawn)	/	5.8	6	19	12	4	-11	-0.2	-2
CC1CCC(NC(=O)COc2ccc(C(=O)c3ccccc3)cc2)CC1 (stereo not drawn)	2	0.2	10	-6	0.2	10	-14	1.7	-34
O=C(/C=C/c1cccc2ccccc12)c1ccncc1	-4	0.9	8	-4	-0.2	30	1	-0.9	2
COc1cc2c(cc1NCc1ccc3c(c1)OCO3)oc1ccccc12	6	1.1	2	-24	-0.1	27	-14	2.9	-19
C[C@@H](C(=O)N1CCNCC1)n1cc(CCC(=O)O)nn1	-1	0.8	7	-2	1.1	18	-7	0.0	4
COC(=O)C(CC(C)C)NC(=O)C(Cc1ccccc1)NC(=O)C1CCCN1C(=O)OC(C)(C)C (stereo not drawn)	2	0.8	16	18	-1.0	-10	-6	2.6	32
COc1ccc(CC/C(C)=N\NC(N)=O)cc1	2	1.0	14	-11	0.5	-3	-8	0.6	7
COc1ccc(NCc2nnc(SCC(=O)Nc3ccc(OC)cc3)n2C)cc1	1	0.6	1	12	0.8	4	1	0.2	27

Compound profiles, as listed above. Values in the order: NPY-Y1 antag	TRPML3 agonist	NPY2 pot ag	NPY-Y1 PAM-ag	zfTRPN1 agonist	CHOP inhibitor	S1P4 antagonist	S1P4 ag	EP2 modulator
Entry for CC(=O)Nc1ccc(NC(=O)C(C)Sc2nnc(-c3cccs3)o2)cc1 (stereo not drawn) = /	0.2	-2	-5	2.2	14	5	-0.4	18
Entry for Cc1ccc2c(c1)N(CCC(=O)NCc1ccco1)C(=O)CO2 = -3	0.3	8	-14	1.1	19	-12	0.1	8

Screening results deposited in PubChem BioAssay by several laboratories.
